From PubChem
Pin1 inhibitor: blocks the human prolyl isomerase Pin1 | Potency, µM (doses to about 115 µM), for inactives: at the top dose activity, negative = inhibition, most hits filed as inhibitors | Q13526 | actives 0.009% (n = 390,000) | Pin1 FP peptide displacement, HiFluor488, 10 min; active means well fitted inhibition curve with a large enough effect in the polarisation, with a control signal flat, not every such curve was filed as active; inconclusive means small, poorly fitted or top-dose-only effect, or effect the other way, or a change in a side signal; inactive means no such curve, though single readings can be large or run the other way; the % refers to the polarisation; further: potency means the concentration at half of the fitted maximal effect; on the % scale 0 is the no-effect control and ±100 the full control effect
Target sequence (Q13526 whole entry, looked up): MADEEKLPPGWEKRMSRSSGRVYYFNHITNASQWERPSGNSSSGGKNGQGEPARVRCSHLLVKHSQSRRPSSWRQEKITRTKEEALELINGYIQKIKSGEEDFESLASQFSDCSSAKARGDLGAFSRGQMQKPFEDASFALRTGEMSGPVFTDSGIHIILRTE
Pol eta inh: blocks human DNA polymerase eta activity | recombinant Pol eta, fluorescent DNA replication assay | actives 1.2% (n = 390,000) | AID 588591 | Potency, µM (series often up to 114 µM), inactives show at the top dose activity change, negative = inhibition, most hits filed as inhibitors; further: potency means the concentration at half of the fitted maximal effect; on the % scale 0 is the no-effect control and ±100 the full control effect
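Pol eta (10 nM) was preincubated with compounds for 15 min at room temperature, after which fluorescent replication substrate (50 nM final) was added to start the reaction. Fluorescence was read kinetically at 0 and 10 min.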
Tb PGK inh: T. brucei PGK inhibition; P07378; PGK/GAPDH coupled, Kinase-Glo luminescence, 60 min; Potency, µM (doses to about 57.5 µM), for the others: at the top dose activity change, negative = inhibition, most hits filed as inhibitors; actives 0.043% (n = 380,000); AID 602233; further: potency means the concentration at half of the fitted maximal effect; on the % scale 0 is the no-effect control and ±100 the full control effect; nearly all actives have a fitted effect of over 60% in size
Target sequence (P07378 whole entry, looked up): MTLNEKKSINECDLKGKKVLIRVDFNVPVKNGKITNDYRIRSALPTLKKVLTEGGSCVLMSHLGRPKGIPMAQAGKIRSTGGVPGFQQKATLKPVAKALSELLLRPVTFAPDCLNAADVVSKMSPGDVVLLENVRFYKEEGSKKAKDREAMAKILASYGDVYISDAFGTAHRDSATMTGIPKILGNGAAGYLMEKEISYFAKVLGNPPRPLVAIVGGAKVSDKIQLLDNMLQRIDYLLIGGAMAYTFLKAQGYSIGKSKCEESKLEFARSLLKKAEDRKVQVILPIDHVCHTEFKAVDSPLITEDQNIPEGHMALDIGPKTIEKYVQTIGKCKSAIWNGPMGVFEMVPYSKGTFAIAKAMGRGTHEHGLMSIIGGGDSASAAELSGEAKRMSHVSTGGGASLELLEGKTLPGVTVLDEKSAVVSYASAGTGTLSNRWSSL
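Recombinant glycosomal PGK reaction used 1,3-bisphosphoglycerate generated in-well by GAPDH (100nM final) in 100mM TEA pH 7.6, 5mM MgCl2, 0.01% Tween-20. After 60 minutes at room temperature, ATP was read by Kinase-Glo Plus luminescence end-point.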
PI4K2A inh: inhibitors of human PI4K2A; AID 1346378; actives 0.13% (n = 420,000); purified PI4K2A, ADP-Glo luminescence, 1 h; hits give low values; activity change, negative = inhibition, % at 76.9 µM; in the data active means activity change below about -50%; inconclusive means mostly about -30% to -49%;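 further: -100% = wells without enzyme as full effect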
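In this quantitative HTS, ADP production by PI4K2A was quantified luminescently after 1 h at ambient temperature; 100 microM adenosine served as plate-quality control.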
JMJD2A Tudor: blocks the human JMJD2A Tudor domain | AlphaScreen JMJD2A-Tudor / H3K4me3 peptide binding | Potency, µM (top dose mostly 114 µM), for the others: at the highest dose activity change, negative = inhibition, most hits filed as inhibitors | actives 4.4% (n = 390,000); further: potency means the concentration at half of the fitted maximal effect; on the % scale 0 is the no-effect control and ±100 the full control effect; nearly all actives have a fitted effect of over 50% in size
HP1b chromo inh: blocks HP1-beta chromodomain binding to methylated histone tails; AlphaScreen HP1-beta / biotin-H3K9me3 peptide binding; Potency, µM (doses to about 114 µM), for inactives: at the top dose activity change, negative = inhibition, actives largely listed as inhibitors; actives 0.56% (n = 390,000); AID 540317; further: potency means the concentration at half of the fitted maximal effect; nearly all actives have a fitted effect of over 70% in size; inactives centre near 23
Target sequence (P83916 whole entry, looked up): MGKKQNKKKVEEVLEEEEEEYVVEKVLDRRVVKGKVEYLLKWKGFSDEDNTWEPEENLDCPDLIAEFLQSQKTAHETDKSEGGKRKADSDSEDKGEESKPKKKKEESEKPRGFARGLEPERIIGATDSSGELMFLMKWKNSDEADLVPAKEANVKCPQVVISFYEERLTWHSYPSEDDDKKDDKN
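AlphaScreen: HP1-beta (50 nM) preformed 30 min with biotin-H3(1-18)K9me3 peptide (50 nM) in PBS pH 7.4, 0.01% Tween-20. Compound added for 30 min at RT, then streptavidin donor/nickel chelate acceptor beads (10 ug/mL) for 30 min.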
BAZ2B block: BAZ2B (human) inhibition; Q9UIF8; AlphaScreen BAZ2B-H3K14Ac peptide displacement; Potency, µM (titrated, usually from 114 µM), inactives show at the highest dose activity change, negative = inhibition, most hits filed as inhibitors; actives 4.4% (n = 360,000); further: potency means the concentration at half of the fitted maximal effect; on the % scale 0 is the no-effect control and ±100 the full control effect; nearly all actives have a fitted effect of over 60% in size
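In this displacement format the biotinylated H3(5-23) peptide acetylated at Lys14 serves as ligand at 50 nM, with BAZ2B at 50 nM in PBS pH 7.4 containing 0.01% Tween-20. Donor and acceptor beads are 10 ug/mL final.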
GLS inh: glutaminase GLS (human) inhibition; O94925; GLS enzymatic activity, qHTS titration; actives 0.21% (n = 410,000); Potency, µM (top dose mostly 45.5 µM), without a hit: at the highest dose activity change, negative = inhibition, usual class: inhibitors; AID 624170; further: potency means the concentration at half of the fitted maximal effect; on the % scale 0 is the no-effect control and ±100 the full control effect
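Two-point fluorescence kinetic (t0, 30 min RT) for hKGA; glutamate detected via glutamate oxidase–HRP–Amplex Red. Substrate: 1 mM L-glutamine solution; buffer 45 mM KH2PO4, pH 8.2.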
G9a block: blocks human histone lysine methyltransferase G9a; actives 8.8% (n = 350,000); G9a H3K9 monomethylation, AlphaScreen, 2 h; Q96KQ7; Potency, µM (doses to about 102 µM), for inactives: top-dose activity, negative = inhibition, hits mostly inhibitors; AID 504332; further: potency means the concentration at half of the fitted maximal effect; on the % scale 0 is the no-effect control and ±100 the full control effect; nearly all actives have a fitted effect of over 75% in size
Target sequence (Q96KQ7 913-1193 limits assumed): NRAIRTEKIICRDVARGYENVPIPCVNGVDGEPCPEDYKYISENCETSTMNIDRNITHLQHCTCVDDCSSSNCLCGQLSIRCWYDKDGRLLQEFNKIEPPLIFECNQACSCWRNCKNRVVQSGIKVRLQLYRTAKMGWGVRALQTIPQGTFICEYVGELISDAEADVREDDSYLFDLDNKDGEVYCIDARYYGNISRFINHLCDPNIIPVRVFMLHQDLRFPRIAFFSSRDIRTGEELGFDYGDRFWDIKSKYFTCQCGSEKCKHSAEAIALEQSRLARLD
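Compounds were preincubated with 20 nM G9a for 15 min, after which biotinylated H3K9 peptide (500 nM) and SAM (20 uM) started a 2 h room-temperature reaction. Monomethylated product was quantified by antibody-based AlphaScreen chemiluminescence.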
Starred values were filed as active, the others as inactive; i = inactive; ? = inconclusive; · = not tested or not shown; & = joins results of further samples; [ ] = another dose, or the depositor's remark. Unless noted, the call rests on the fitted dose curve; in most records, active means well fitted curve in the direction sought with a large enough effect; inconclusive means small, poorly fitted or top-dose-only effect, or another doubt; inactive means no such curve, though single readings can be large; an effect the other way counts as inactive or inconclusive. An excerpt; rates above refer to the full screens.

Pin1 inhibitor	Pol eta inh	Tb PGK inh	Molecule	PI4K2A inh	JMJD2A Tudor	HP1b chromo inh	BAZ2B block	GLS inh	G9a block
31%[activator]	-15%	i	CSc1sc(C(=O)NNC(=O)c2ccc(Cl)cc2)c2c1C=CCC2	-3	-7%	42%[activator]	-13%	0%	?
1%	-13%	-7%	CNC(=O)CSc1nc2ccccc2c(=O)n1CCc1ccccc1	4	9%	56%[activator]	7%	6%	54%
-4%	-4%	-8%	O=C(C1CCN(c2nnc(-n3cccc3)s2)CC1)N1CCOCC1	-8	-5%	14%	6%	-8%	?
-2%	-11%	-2%	Cc1cc(OCc2cc(C(=O)NC(C)c3c(C)nn(C)c3C)no2)cc(C)c1Cl (stereo not given)	-2	-36%	45%[activator]	-27%	-10%	-20%
7%	-4%	-2%	COc1cc(/C=C/C(=O)OCC(=O)N2CCC(Cc3ccccc3)CC2)ccc1O	1	-30%	-9%	-36%	?	-49%[59 µM]
9%	0%	-5%	COc1ccc(OC)c(N=CC2=C(O)CC(C)(C)CC2=O)c1	-13	-12%	15%	1%	10%	-19%[2.33 µM]
4%	-19%	-2%	CCOC(=O)C1CCCN(C(=O)Cn2ncn3c(cc4sc(CC)cc43)c2=O)C1 (stereo not given)	-1	4%	34%	4%	2%	-24%[59 µM]
10%	8%	-4%	CC(C)NC(=O)Cn1c(=O)c2c(ncn2Cc2ccccc2)n(Cc2ccccc2)c1=O	3	-13%	9%	4%	-3%	20%[59 µM]
2%	-10%	3%	CN(C(=O)c1cccc(NC(=O)Cc2ccc(NC(=O)C3CCN(C(=O)C4CCCCC4)CC3)cc2)c1)C1CC1	0	-13%	36%	·	0%	·
12%	-7%	1%	CCN1C(=O)c2ccccc2S(=O)c2ccc(C(=O)N3CCN(c4cccc(Cl)c4)CC3)cc21 (stereo not given)	-5	-16%	16%	?	1%	-36%[59 µM]

The last 3 entries of the part above open the next one:
Pin1 inhibitor	Pol eta inh	Tb PGK inh	Molecule	PI4K2A inh	JMJD2A Tudor	HP1b chromo inh	BAZ2B block	GLS inh	G9a block
10%	8%	-4%	CC(C)NC(=O)Cn1c(=O)c2c(ncn2Cc2ccccc2)n(Cc2ccccc2)c1=O	3	-13%	9%	4%	-3%	20%[59 µM]
2%	-10%	3%	CN(C(=O)c1cccc(NC(=O)Cc2ccc(NC(=O)C3CCN(C(=O)C4CCCCC4)CC3)cc2)c1)C1CC1	0	-13%	36%	·	0%	·
12%	-7%	1%	CCN1C(=O)c2ccccc2S(=O)c2ccc(C(=O)N3CCN(c4cccc(Cl)c4)CC3)cc21 (stereo not given)	-5	-16%	16%	?	1%	-36%[59 µM]
-9%	6%	-8%	O=C(NC1CC2CCC(C1)N2Cc1ccccc1)c1cccc(F)c1 (stereo not given)	-2	-6%	15%	6%	6%	-1%
9%	-26%	-3%	CCn1c(=O)cc(N2CCN(Cc3ccccc3)CC2)[nH]c1=O	-4	4%	30%	9%	10%	3%
1%	-25%	-6%	CCCOc1ccc(CC2C(=O)Nc3ccc(Br)cc32)cc1 (stereo not given)	1	-32%	-5%	-33%	-7%	-17%[59 µM]
·	-11%	-3%	Cc1cc(Cl)ccc1C(=O)C1CCCN(C(=O)c2ccc3c(c2)OCO3)C1 (stereo not given)	-2	·	·	·	1%	·
?	-4%	i	CCc1ccccc1NC(=O)C1CCN(S(=O)(=O)c2ccccc2)CC1	1	5%	28%	-2%	-9%	2%[59 µM]
-5%	5%	-1%	Cc1c(NC(=O)C(C)OC(=O)Cc2ccc(F)cc2)c(=O)n(-c2ccccc2)n1C (stereo not given)	0	-26%	13%	10%	3%	5%[59 µM]
-7%	-9%	-7%	C=CCSc1nc(N)c2c(C)c(C)sc2n1	1	-19%	6%	11%	-18%	24%
-7%	-11%	-2%	Cc1[nH]c(=O)c(C#N)c(C)c1CCC(=O)Nc1cc(S(C)(=O)=O)ccc1Cl	-1	-18%	-3%	-2%	-3%	?
-7%	-8%	-3%	CCOC(=O)C1CCCN(C(=S)NC2CCCCC2)C1 (stereo not given)	0	-13%	12%	-7%	5%	1%
-1%	-15%	3%	CCOc1ccc(C(=O)N2CCN(c3ccccn3)CC2)cc1OCC	-12	-12%	46%[activator]	3%	-7%	·
-7%	-17%	8%	CC1CCCC(C)N1C(=O)c1ccc(S(=O)(=O)NCc2ccco2)cc1 (stereo not given)	-22	3%	23%	0%	0%	19%[59 µM]
0%	-22%	3%	Cc1cc(C(=O)c2cnc(/N=C/N(C)C)s2)c(F)cc1Cl	15	4%	51%[activator]	14%	6%	51%[activator]
·	-12%	0%	COc1ccc(NC(=O)CSc2nnnn2-c2cccc(OC)c2)cc1	6	·	·	·	-4%	·
-5%	-6%	i	COc1cc(NC(=O)c2ccccc2)c(OC)cc1Cl	2	-1%	32%	8%	8%	-7%[59 µM]
?	-36%	6%	Cc1ccc(-c2nc(NC(=O)CSc3ncn[nH]3)ns2)cc1	-1	-29%[11.4 µM]	-3%	-7%	-24%	-3%
8%	-15%	-8%	N#Cc1c(C(F)(F)F)cc(-c2cccs2)nc1SCc1ccc(Cl)nc1	6	4%	34%[activator]	3%	-8%	9%[0.0925 µM]
-7%	-5%	-1%	CCCn1nc(C(=O)Nc2ccc(N3CCOCC3)cc2)c2ccccc2c1=O	-1	-31%	0%	10%	-4%	-3%[59 µM]
?	-4%	0%	CC(OC(=O)c1ccc(NC(=O)CC#N)cc1)C(=O)Nc1nc(-c2ccccc2)cs1 (stereo not given)	0	?	11%	-32%	1%	?
24%	-15%	5%	O=C(Nc1ccccc1OC(=O)c1ccc(Cl)cc1)c1ccc(Cl)cc1	23	-5%	27%	4%	4%	-1%[59 µM]
7%	-3%	·	Cc1ccc(C(=O)CN(C(=O)c2ccc(Cl)c(Cl)c2)N2C(=O)C3C4C=CC(C4)C3C2=O)cc1 (stereo not given)	3	-7%	24%	10%	-6%	-5%[59 µM]
21%	?	-12%	CCOc1ccc2nc(N3C(=O)/C(=C/c4ccc(Cl)cc4)NC3=S)sc2c1	0	?	?	-33%	20%	-12%[59 µM]
0%	-13%	-9%	COc1cccc(/C=C/C(=O)OCC(=O)Nc2ccc(N3CCOCC3)cc2)c1OC	7	-12%	29%	18%	1%	?
15%	-9%	-3%	COc1ccccc1-c1sc2cc3c(cc2c1-c1ccc2c(c1)OCO2)OCO3	-8	-35%	38%	79µM*	-6%	8%[0.501 µM]
-1%	-1%	-3%	CCOCCCN(C(=O)CCC(=O)Nc1cc(C)on1)C(C(=O)NC(C)(C)C)c1ccccc1Cl (stereo not given)	3	2%	8%	12%	-11%	7%[59 µM]
5%	-14%	-9%	COC(=O)C1=CN(Cc2ccc(C)cc2)C=C(C(=O)OC)C1c1cc(OC)c(OC)c(OC)c1	8	70%[activator]	131%[activator]	26%	-10%	152%[activator]
1%	-10%	-9%	CCn1c(-c2csc(C(C)C)c2)n[nH]c1=S	0	10µM*	?	-10%	-20%	1.6µM*
-2%	-4%	6%	Cc1cccc(C(C)C)c1NC(=O)COC(=O)COc1ccc2c(C)cc(=O)oc2c1	1	-7%	39%[activator]	-3%	1%	12%[59 µM]
?	-3%	-5%	COc1ccc(CCNc2ncnc3c2cnn3-c2ccc(C)c(Cl)c2)cc1	3	-15%	101%[activator]	11%	-3%	1%[59 µM]
9%	-17%	10%	CC[C@@]12C(=O)N(c3cccc(C)c3)C(=O)N1[C@H](c1ccc(Br)cc1)[C@@H]1C(=O)N(C(C)(C)C)C(=O)[C@@H]12	2	-23%	47%[activator]	-3%	6%	-4%
?	-27%	2%	COc1ccc(C(CC(=O)N2CCN(c3ccccc3)CC2)c2c(O)cc(OC)cc2OC)cc1 (stereo not given)	2	?	-18%&4%	?	23%	-1%[12.7 µM]
-8%	-15%	-5%	CC1(C)Cc2c(cnn2-c2cccc(F)c2)C(NC(=O)CCc2cnccn2)C1 (stereo not given)	1	-2%	28%	-8%	5%	2%[59 µM]
6%	-11%	i	COc1ccc(-c2cc(C(F)(F)F)n3nc(C(=O)Nc4cccc(C(F)(F)F)c4)c(Br)c3n2)cc1	-2	-17%	13%	3%	11%	4%[59 µM]
-3%	-11%	-8%	COc1cc(NC(=O)CSc2nc(-c3ccco3)cc(C(F)(F)F)n2)cc(OC)c1OC	0	5%	44%[activator]	2%	-9%	2%[59 µM]
-6%	-23%	5%	Cc1noc(C)c1COc1ccccc1C(=O)NCc1ccccc1Cl	-3	-9%	30%	-3%	7%	-5%
6%	-12%	-3%	NC(=O)CSc1nnc(-c2ccccc2)c(-c2ccccc2)n1	7	2%	31%	-12%	-5%	-4%
3%	-5%	-6%	CCCC(=O)Nc1ccc(C(=O)COC(=O)C2CC2C)cc1 (stereo not given)	-4	-2%	35%[activator]	25%	10%	?
-2%	-19%	-3%	Cn1c(=O)[nH]c(=O)c2c1nc(N1CCCC1)n2CCCSc1nc2ccccc2o1	0	-20%	10%	12%	2%	?
-2%	-20%	-4%	COc1cccc(CN(C)CCCn2cnc(C(=O)Nc3ccc(C)c(C)c3)n2)c1	2	-12%	29%	·	-3%	·
-2%	-3%	i	COCCn1c(SCC(=O)c2ccc(F)cc2)nc2cc(C(=O)NC3CCCC3)ccc2c1=O	-4	-7%	25%	4%	4%	8%[59 µM]
1%	-3%	7%	COc1ccc(-c2nn(Cc3ccccc3)cc2C(=O)N2CCN(c3ncccn3)CC2)cc1OC	2	-12%	37%	7%	1%	?
-7%	-8%	-8%	COCCSc1nnc(-c2cnccn2)o1	4	-8%	39%[activator]	-5%	1%	0%
-1%	4%	1%	CCCCn1c(N)c(N(CC(C)C)C(=O)c2cccc(S(=O)(=O)N3CCCCC3)c2)c(=O)[nH]c1=O	-1	-1%	-1%	8%	4%	0%
